S1P4 ag: S1P4 receptor agonists, primary screen, cell-based; Sphingosine 1-phosphate receptor 4 (Homo sapiens), O95977; S1P4-expressing cell line, agonist reporter assay; activation, % at 4.98 µM; actives 0.35% (n = 220,000); in the data active = activation above about 11%;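 note: 0% = DMSO vehicle and 100% = reference agonist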
PERK inh: block of dimerizer-induced PERK translation repression, primary screen, PERK inhibitor project, CHO PERK-DD cells, SEAP luminescence, HTS; CHO PERK-DD fusion, SEAP luminescence translation reporter; actives 0.17% (n = 220,000); Eukaryotic translation initiation factor 2-alpha kinase 3 (Homo sapiens), Q9NZJ5; inhibition, % at 5.6 µM;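 active = inhibition above the mean inhibition of all tested compounds plus 3 SD, set separately per screening campaign, cut at about 2.9% in these data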;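 note: PERK kinase domain activated by AP20187 dimerizer at 100 nM; 0% = DMSO with dimerizer and 100% = rapamycin at 8.4 µM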
Ba/F3 V617F tox: reduced viability of JAK2V617F-dependent Ba/F3 cells, primary screen, JAK2V617F inhibitor project, cell-based, Ba/F3 EpoR-JAK2V617F, luminescence; ATP luminescence; inhibition, % at 5.6 µM; actives 1.1% (n = 220,000); AID 1446, 2008;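 active = inhibition above the campaign mean plus 3 SD over all tested compounds, cut at about 24% in these data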;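 note: cytokine-independent growth of Ba/F3 cells driven by EpoR plus mutant JAK2; 0% = DMSO-treated cells and 100% = JAK inhibitor I control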
S1P4 antag: S1P4 receptor antagonists, primary screen, cell-based | Sphingosine 1-phosphate receptor 4 (Homo sapiens), O95977 | inhibition, % at 4.98 µM | actives 0.26% (n = 220,000) | S1P4-expressing cells, antagonist mode, reporter read-out; in the data active = inhibition above about 29%;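 note: 0% = wells stimulated with agonist and 100% = vehicle wells without agonist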
Calpain2 inh: inhibitors of pig calpain II, primary screen, biochemical, fluorogenic peptide substrate, 1536-well; purified calpain II, 30 min; inhibition, % at 16 µM; actives 0.37% (n = 220,000);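 active = inhibition above about 50%, limit read from the data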
TRPML3 agonist: human TRPML3 channel agonists, primary screen, cell-based, HEK293 TRPML3-YFP, Fluo-8 calcium fluorescence, 3 µM | 100% = the carbachol control signal | AID 1448, 2008 | activation, % at 3 µM | actives 0.29% (n = 220,000);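 active = activation above its plate's cutoff, the mean activation of the plate's test wells plus 3 SD, cut at about 12% in these data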;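 note: 0% = DMSO only wells and 100% = carbachol wells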
Target sequence (Q8TDD5 whole entry, looked up): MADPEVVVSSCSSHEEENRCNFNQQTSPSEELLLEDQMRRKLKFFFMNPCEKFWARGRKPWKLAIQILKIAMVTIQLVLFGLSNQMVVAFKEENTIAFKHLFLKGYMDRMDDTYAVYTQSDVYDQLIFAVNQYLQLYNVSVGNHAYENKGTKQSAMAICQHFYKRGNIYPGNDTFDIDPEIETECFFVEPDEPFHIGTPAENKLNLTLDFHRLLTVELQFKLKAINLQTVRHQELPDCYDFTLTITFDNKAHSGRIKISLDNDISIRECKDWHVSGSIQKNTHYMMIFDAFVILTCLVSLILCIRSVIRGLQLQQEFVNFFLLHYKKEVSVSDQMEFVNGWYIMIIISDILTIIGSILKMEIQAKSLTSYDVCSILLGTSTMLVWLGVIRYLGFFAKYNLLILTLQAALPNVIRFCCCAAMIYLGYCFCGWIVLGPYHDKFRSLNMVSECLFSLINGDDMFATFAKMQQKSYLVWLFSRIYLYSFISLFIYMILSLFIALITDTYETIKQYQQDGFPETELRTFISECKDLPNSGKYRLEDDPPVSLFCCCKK
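Test system – HEK293 line with stable expression of human TRPML3-YFP channel · Control set – carbachol 87 µM final as high control (100%), DMSO as low control (0%) · Signal – Fluo-8 calcium dye fluorescence, ex 470-495, em 515-575 nm · Incubation – 1-h 37 °C dye load, 5-s basal, 120-s post-compound reads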
BaF3 parental: parental Ba/F3 cell viability inhibition, counter-screen for JAK2V617F inhibitor project, murine pro-B, CellTiter-Glo luminescence. inhibition, % at 5.6 µM. CellTiter-Glo ATP luminescence. actives 1.1% (n = 220,000). AID 1486, 2009;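 active = inhibition above a per-campaign cutoff, the mean inhibition of all tested compounds plus 3 SD, cut at about 27% in these data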;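 note: 0% = DMSO wells and 100% = JAK Inhibitor I control wells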
EP2 mod: EP2 receptor modulators, cAMP readout, primary screen, cell-based, HTRF cAMP, PGE2 stimulation. EP2-expressing cells, cAMP HTRF FRET, PGE2 co-stimulation. actives 0.83% (n = 260,000). Prostaglandin E2 receptor EP2 subtype (Homo sapiens), P43116. induction, % at 25 µM;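 active = compounds whose cAMP rise, as percent of the full-agonist control response, exceeds 60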;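 note: rat C6 glioma line stably carrying human EP2 under a CMV promoter; the protocol text gives 20 µM as final concentration; 100% = response of wells given 1 µM PGE2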
Target sequence (P43116 whole entry, looked up): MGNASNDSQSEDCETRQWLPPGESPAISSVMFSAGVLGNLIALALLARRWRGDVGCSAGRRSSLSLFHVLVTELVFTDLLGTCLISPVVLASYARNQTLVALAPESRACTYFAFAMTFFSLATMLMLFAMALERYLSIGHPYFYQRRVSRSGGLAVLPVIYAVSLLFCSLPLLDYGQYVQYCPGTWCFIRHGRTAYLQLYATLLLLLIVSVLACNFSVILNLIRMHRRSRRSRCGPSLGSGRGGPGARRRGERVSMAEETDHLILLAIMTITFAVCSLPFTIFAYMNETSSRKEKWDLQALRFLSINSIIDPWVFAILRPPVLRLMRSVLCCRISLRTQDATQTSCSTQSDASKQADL
TRPN1 ag: zebrafish TRPN1 channel agonists, primary screen, cell-based, HEK293, calcium fluorescence | actives 0.18% (n = 220,000) | activation, % at 3 µM | HEK293 zebrafish TRPN1-YFP, Fluo-8 calcium fluorescence; 100% = response to 87 µM carbachol | transient receptor potential cation channel N1 (TRPN1/NompC), Danio rerio | AID 1424, 2008;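 active = activation above its plate's cutoff, the mean activation of test wells on that plate plus 3 SD, cut at about 19% in these data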;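 note: 0% = DMSO alone and 100% = 87 µM carbachol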
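Control set: carbachol 87 µM as high control, DMSO as low control; system: HEK293 stable line with zebrafish TRPN1-YFP; read-out: % activation versus carbachol response; detection: intracellular calcium fluorescence with Fluo-8; doses: single test compound dose, 3 µM nominal, 0.3% DMSO; schedule: dye 1 h 37 °C plus 30 min RT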
* marks the source's active call; other numbers are inactive results; & = joins results of further samples.

No.	Compound	S1P4 ag	PERK inh	Ba/F3 V617F tox	S1P4 antag	Calpain2 inh	TRPML3 agonist	BaF3 parental	EP2 mod	TRPN1 ag
1	O=C(O)C1C2C=CC(O2)C1C(=O)NCc1ccc2c(c1)OCO2 (configuration not stated)	0.5	1.3	-2	1	10	0.7	3	18	-0.9
2	O=C(Nc1ccccc1N1CCOCC1)c1cc(-c2ccco2)nc2ccccc12	0.2	-1.4	-1	-4	-48	0.2	8	-15	-0.1
3	O=C(Nc1cccnc1)c1cccc(-c2cc3ccccc3oc2=O)c1	-1.1	0.3	0	5	1	1.2	4	-36	0.9
4	CN(C)c1cc[n+](CC(=O)Nc2ccc(Oc3ccccc3)cc2)cc1	1.9	0.6	-1	-1	-14	0.6	6	16&33	1.0
5	Clc1ccc(-c2cc(CSc3cccc(Cl)c3)on2)cc1	1.9	0.0	-1	-23	18	1.0	0	-11	-0.7
6	COc1ccccc1NS(=O)(=O)c1ccc(NC(=O)c2ccncc2)cc1	2.1	-0.2	2	-18	23	3.1	6	-40&-19	6.1
7	COc1ccc(-n2c(SCC(=O)Nc3cc(C(=O)O)ccc3C)nc3ccccc3c2=O)cc1Cl	-0.3	0.7	1	-3	5	0.5	-2	-27	-1.7
8	Cc1nc(CNS(=O)(=O)c2ccc3c(c2)OCCO3)cs1	1.4	0.7	-1	-28	-20	0.0	3	18	0.3
9	Cc1ccc2c(c1)NC(=O)C(CC(=O)NCCCN1CCN(C3CCCCC3)CC1)O2 (configuration not stated)	-1.5	0.6	-2	-1	18	-0.1	3	15	0.7
10	COc1ccc(C(C(=O)NC2CCCCC2)N(C(=O)c2sc(C)nc2C)c2ccccc2C)cc1 (configuration not stated)	0.6	-0.4	3	0	15	-0.1	9	9	1.0
11	CCOC(=O)CN1CC23C=CC(O2)C(C(=O)Nc2cc(OC)ccc2OC)C3C1=O (configuration not stated)	-0.3	0.7	-2	1	4	0.1	6	21	1.3
12	COc1ccc(-c2nc3n(n2)C(=O)CC(c2ccco2)S3)cc1 (configuration not stated)	0.4	0.3	-2	-17	2	-0.6	0	19	-2.6
13	Cc1nc(-c2cn[nH]c2-c2ccc(O)cc2O)cs1	1.1	0.3	2	-29	19	0.7	7	-20	-1.2
14	CC1CCCC(C)N1/N=C/c1ccccc1OC(F)F (configuration not stated)	1.1	-0.3	-1	-15	-20	0.4	1	38	1.3
15	CCOc1ccc(S(=O)(=O)N(C)c2ccc(OCC(=O)NCCc3ccc(OC)cc3)cc2)cc1	-0.8	1.1	2	1	-19	1.6	-3	-11	1.5

In a second layout: five of the compounds above.
[8] Cc1nc(CNS(=O)(=O)c2ccc3c(c2)OCCO3)cs1
[9] Cc1ccc2c(c1)NC(=O)C(CC(=O)NCCCN1CCN(C3CCCCC3)CC1)O2 (configuration not stated)
[10] COc1ccc(C(C(=O)NC2CCCCC2)N(C(=O)c2sc(C)nc2C)c2ccccc2C)cc1 (configuration not stated)
[11] CCOC(=O)CN1CC23C=CC(O2)C(C(=O)Nc2cc(OC)ccc2OC)C3C1=O (configuration not stated)
[12] COc1ccc(-c2nc3n(n2)C(=O)CC(c2ccco2)S3)cc1 (configuration not stated)

| Screen / compound no. | 8 | 9 | 10 | 11 | 12 |
| --- | --- | --- | --- | --- | --- |
| S1P4 ag | 1.4 | -1.5 | 0.6 | -0.3 | 0.4 |
| PERK inh | 0.7 | 0.6 | -0.4 | 0.7 | 0.3 |
| Ba/F3 V617F tox | -1 | -2 | 3 | -2 | -2 |
| S1P4 antag | -28 | -1 | 0 | 1 | -17 |
| Calpain2 inh | -20 | 18 | 15 | 4 | 2 |
| TRPML3 agonist | 0.0 | -0.1 | -0.1 | 0.1 | -0.6 |
| BaF3 parental | 3 | 3 | 9 | 6 | 0 |
| EP2 mod | 18 | 15 | 9 | 21 | 19 |
| TRPN1 ag | 0.3 | 0.7 | 1.0 | 1.3 | -2.6 |

(cont.)
No.	Compound	S1P4 ag	PERK inh	Ba/F3 V617F tox	S1P4 antag	Calpain2 inh	TRPML3 agonist	BaF3 parental	EP2 mod	TRPN1 ag
16	CN(C)C(CNC(=S)Nc1cccc(Cl)c1)c1cccnc1 (configuration not stated)	0.1	0.7	0	-4	-21	0.9	0	-3	0.5
17	CC(=O)Nc1ccc(S(=O)(=O)NC2CCS(=O)(=O)C2)cc1Cl (configuration not stated)	1.6	0.9	-1	0	4	0.6	-1	3	0.2
18	COc1ccc(Nc2cc(C)nc3ccccc23)cc1	-1.4	-0.7	2	-4	13	0.8	2	2	3.3
19	COc1cccc(C(=O)/C=C/c2ccc(N3CCCCC3)c([N+](=O)[O-])c2)c1	2.1	0.2	0	-17	-9	0.2	4	-6	1.3
20	COC(c1ccccc1)c1nnc(CCC(=O)N(C)CCOc2ccccc2)o1 (configuration not stated)	-1.4	-0.5	3	-8	29	-0.3	0	-23	0.8
21	CCOC(=O)N1CCN(C(=O)CSCc2ccc(C)cc2)CC1	0.3	0.8	-1	-8	-11	0.0	2	-5	0.7
22	CCNC(=S)Nc1ccc(N2CCCCC2)cc1	0.8	0.2	-2	2	-25	1.4	5	-19	0.8
23	COc1ccc(C2=NN(CCC(=O)NCc3cccs3)C(=O)CC2)cc1	-0.5	0.1	6	-7	22	-0.5	5	-21	0.2
24	COc1cc(Nc2nc(-c3ccccc3)c3cc(C)ccc3n2)cc(OC)c1OC	-2.3	-0.8	1	12	-41	0.1	4	40	0.7
25	CCC(C)(C)n1nnnc1C(c1cc2cccc(C)c2[nH]c1=O)N1CCCC1 (configuration not stated)	1.9	-0.7	1	-20	-108	-0.1	1	8	0.5
26	COc1cccc(N(CC(=O)NCCSc2ccccn2)S(C)(=O)=O)c1	1.9	-1.5	0	-2	0	0.3	4	-5&8	-0.3
27	CC(C)(CNCC(O)c1ccccc1)N1CCOCC1 (configuration not stated)	-0.1	0.2	-4	-3	1	0.8	1	25	1.5
28	Cc1ccn(C(=O)c2cc3c(C)nn(-c4ccccc4)c3s2)n1	-1.1	0.0	3	-10	-49	1.7	7	54	1.5
29	COC(=O)C1=C(C)Nc2c(c(=O)n(C)c(=O)n2C)C1c1cccc(O)c1 (configuration not stated)	1.2	0.7	-3	2	-7	0.2	-2	11	2.3
30	COC(=O)c1cc(NC(=O)CSC2=NCCS2)cc(C(=O)OC)c1	1.0	0.4	3	-12	-3	0.2	2	-21	1.4

Molecules shown so far with a COOH group (2):
No.	Compound	S1P4 ag	PERK inh	Ba/F3 V617F tox	S1P4 antag	Calpain2 inh	TRPML3 agonist	BaF3 parental	EP2 mod	TRPN1 ag
1	O=C(O)C1C2C=CC(O2)C1C(=O)NCc1ccc2c(c1)OCO2 (configuration not stated)	0.5	1.3	-2	1	10	0.7	3	18	-0.9
7	COc1ccc(-n2c(SCC(=O)Nc3cc(C(=O)O)ccc3C)nc3ccccc3c2=O)cc1Cl	-0.3	0.7	1	-3	5	0.5	-2	-27	-1.7

(next part)
No.	Compound	S1P4 ag	PERK inh	Ba/F3 V617F tox	S1P4 antag	Calpain2 inh	TRPML3 agonist	BaF3 parental	EP2 mod	TRPN1 ag
31	O=C(NCc1ccccn1)[C@@H]1C[C@H]1[C@@H](NP(=O)(c1ccccc1)c1ccccc1)c1ccccc1	-0.4	-0.6	0	0	-1	0.3	3	26	-0.9
32	O=C(CCC(=O)N1CCc2ccccc2C1)N1CCN(S(=O)(=O)c2ccccc2)CC1	0.2	0.3	-2	-10	18	0.4	6	22	-2.2
33	O=C(Cc1cccs1)Nc1nnc(-c2ccc(F)cc2)s1	1.4	0.0	2	-2	2	1.4	5	-15	1.0
34	O=C(CSc1cccc[n+]1[O-])N1CCc2ccccc21	0.8	0.3	1	8	-20	0.5	-7	7	1.3
35	O=S(=O)(c1ccc(Cl)s1)N1CCc2ccccc2C1	-0.9	0.8	3	-7	15	7.3	11	30	-0.6
36	O=C(NCc1nnc(SCC(=O)N2CCc3ccccc32)o1)c1ccco1	-0.2	-0.3	2	-10	-34	-0.4	6	1	0.2
37	CCCS(=O)(=O)N1CCN(S(=O)(=O)c2ccccc2)CC1	0.4	-0.6	-5	9	-8	0.0	1	14	-0.7
38	O=C(CSc1nc(-c2ccccc2)nn1C(=O)c1ccccc1)Nc1cccc([N+](=O)[O-])c1	-0.8	0.9	-1	-5	1	0.3	10	7	4.2
39	CC(C)CC(=O)N=C1SC2CS(=O)(=O)CC2N1Cc1ccccc1Cl (configuration not stated)	1.1	-0.1	-1	1	-11	0.1	1	12	-0.4
40	c1ccc(Cn2c(Nn3cnnc3)nc3ccccc32)cc1	2.4	0.2	2	-24	5	1.2	1	12	1.6
41	Cc1ccc(NC(=O)C(OC(=O)c2ccc(O)cc2)c2ccccc2)cc1Cl (configuration not stated)	1.6	-0.3	-1	-20	-29	0.9	4	-5	-0.1
42	COc1ccc(C(=O)Nc2nc3ccc(S(C)(=O)=O)cc3s2)cc1OC	1.3	0.3	2	-5	-44	1.3	3	-16	1.0
43	COc1cc(Cl)ccc1S(=O)(=O)n1nc(C)cc1C	-0.3	1.3	-2	7	-45	0.5	93*	23&0	1.1
44	CCN(C(C)=O)c1cccc2ccccc12	0.1	-0.2	-1	2	-10	0.4	2	19	-0.9
45	COc1ccccc1/C=N/NC(=O)CC(=O)NCc1ccccc1	-3.1	-0.4	3	-20	16	-0.3	5	-10	0.0
46	CCOC(=O)CCS(=O)(=O)c1ccc(-c2ccc(S(=O)(=O)CCC(=O)OCC)cc2)cc1	-0.6	-0.1	1	-4	16	1.6	6	5	2.8
47	Cc1ccc(Cl)cc1N1CCN(C(=O)Cc2cn(C)c3ccccc23)CC1	0.0	-0.7	-3	9	55*	-0.2	5	-26	-0.3
48	Cc1cc(C(F)F)n2nc(C(=O)Nc3ccccc3Br)nc2n1	0.6	0.4	-3	0	-51	1.0	-2	3&-2	0.6
49	CCCNc1ncnc2onc(C)c12	0.0	0.4	-4	-5	9	1.5	-2	-5	-0.7
50	Cc1ccc(N2C(=O)C3CCC(c4ccccc4)CC3C2=O)cc1 (configuration not stated)	0.1	0.1	-6	-7	-10	0.2	4	13	-0.7
51	c1coc(CNc2ncnc3sc4c(c23)CCCCC4)c1	2.3	-0.4	0	10	3	-0.9	1	21	-1.9
52	CCCCN(C(=O)/C=C/c1ccco1)c1c(N)n(CCC)c(=O)[nH]c1=O	1.4	0.0	-3	-8	2	1.1	3	16	-0.3

Bioassay records from PubChem.
